NPC1 prom act = activates the NPC1 promoter; Huh7 NPC1 promoter luciferase reporter, 24 h; Potency, µM (doses to about 9.22 µM), without a hit: top-dose activation, actives largely listed as activators; AID 485313; hit rate 2.4% among 320,000;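 also: potency is read from the fitted curve at half-maximal effect; % of control where 0% means no effect; nearly all actives have a fitted effect of over 60% in size; reporter is driven by a mutant NPC1 promoter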
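NPC1 promoter–luciferase Huh7 cells; 24 h compound; luminescence.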
RORgamma inh = inhibitors of mouse ROR gamma transcriptional activity; P51450; Drosophila S2 Gal4-RORgamma UAS-luciferase reporter, 20 h; Potency, µM (titrated, usually from 53.6 µM), for inactives: at the top dose activity change, negative = inhibition, most hits filed as inhibitors; hit rate 5.4% among 310,000; AID 2551; also: potency is read from the fitted curve at half-maximal effect; % is scaled to controls: 0 for no effect and ±100 for the full control effect; nearly all actives have a fitted effect of over 60% in size
Target sequence (P51450 whole entry, looked up, the tested form may be a part): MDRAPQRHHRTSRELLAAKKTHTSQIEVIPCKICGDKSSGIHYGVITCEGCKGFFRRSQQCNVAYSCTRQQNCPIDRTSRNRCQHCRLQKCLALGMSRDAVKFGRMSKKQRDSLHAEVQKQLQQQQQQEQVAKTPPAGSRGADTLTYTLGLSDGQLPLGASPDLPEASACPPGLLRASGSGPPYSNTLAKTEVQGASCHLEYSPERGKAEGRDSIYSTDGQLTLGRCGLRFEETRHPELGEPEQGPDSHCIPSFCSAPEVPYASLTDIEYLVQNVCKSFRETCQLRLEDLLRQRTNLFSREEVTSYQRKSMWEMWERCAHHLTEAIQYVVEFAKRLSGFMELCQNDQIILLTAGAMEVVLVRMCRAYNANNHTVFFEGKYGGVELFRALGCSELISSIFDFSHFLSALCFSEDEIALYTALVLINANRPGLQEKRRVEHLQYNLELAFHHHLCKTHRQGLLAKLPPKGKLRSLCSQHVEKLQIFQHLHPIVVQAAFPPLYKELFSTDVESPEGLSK
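Drosophila Schneider cells stably carrying a metallothionein-driven Gal4 DBD–ROR gamma fusion and a UAS-Photinus luciferase reporter were exposed to compound for 1 hr, then induced with copper sulfate (700 uM final) for 20 hr at ambient temperature before luminescence reading.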
FLuc modulator = inhibits or activates purified firefly luciferase, miR-21 counter-screen | purified FLuc, Km substrates, luminescence inhibition | Potency, µM (doses to about 57.5 µM), for inactives: top-dose activity change, negative = inhibition, actives largely listed as inhibitors | hit rate 6.9% among 360,000 | AID 588342;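 also: potency is read from the fitted curve at half-maximal effect; plate controls were vehicle for no effect and reference inhibitor for full effect; nearly all actives have a fitted effect of over 55% in size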
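Biochemical qHTS of compounds, final roughly 60 µM downward over six points, against 10 nM purified firefly luciferase using Km concentrations of substrates (10 uM D-luciferin, 10 uM ATP) in Tris acetate pH 7.5 buffer; luminescence output.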
Rab9 prom act = Rab9 promoter activation; Huh7 Rab9 promoter-luciferase reporter, luminescence, 24 h; Potency, µM (highest dose often 9.22 µM), inactives show top-dose activation, negative = inhibition, actives largely listed as activators; hit rate 2.8% among 320,000; also: potency is read from the fitted curve at half-maximal effect; % of control where 0% means no effect; nearly all actives have a fitted effect of over 60% in size
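Using Huh7 cells stably transfected with Rab9 promoter–luciferase, compounds were incubated 24 h at 37 °C, 5% CO2; luciferase luminescence was read 10 min after reagent addition.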
ELG1 genotoxic = induces genotoxicity in HEK293T cells with luciferase-tagged ELG1 | hit rate 1.3% among 330,000 | AID 504466 | HEK293T ELG1-luciferase reporter, luminescence, 16 h | Potency, µM (top dose mostly 46 µM), for the others: at the top dose activity change, positive = activation, usual class: activators; also: potency is read from the fitted curve at half-maximal effect; % of control where 0% means no effect; nearly all actives have a fitted effect of over 60% in size
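Cells (2,000/well) expressing the ELG1-luciferase fusion are dosed by pin tool and kept 16 hr at 37 °C, 5% CO2. Signal comes from ONE-Glo luciferase reagent after 30 min at room temperature.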
Tb PFK inh = blocks T. brucei phosphofructokinase; Potency, µM (top dose mostly 57.5 µM), inactives show at the top dose activity, negative = inhibition, usual class: inhibitors; T. brucei PFK, ADP-Glo luminescence; hit rate 0.17% among 330,000; AID 485367; O15648;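 also: potency is read from the fitted curve at half-maximal effect; 0% = uninhibited 1x PFK enzyme wells and -100% = no-enzyme wells; nearly all actives have a fitted effect of over 60% in size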
Target sequence (O15648 whole entry, looked up): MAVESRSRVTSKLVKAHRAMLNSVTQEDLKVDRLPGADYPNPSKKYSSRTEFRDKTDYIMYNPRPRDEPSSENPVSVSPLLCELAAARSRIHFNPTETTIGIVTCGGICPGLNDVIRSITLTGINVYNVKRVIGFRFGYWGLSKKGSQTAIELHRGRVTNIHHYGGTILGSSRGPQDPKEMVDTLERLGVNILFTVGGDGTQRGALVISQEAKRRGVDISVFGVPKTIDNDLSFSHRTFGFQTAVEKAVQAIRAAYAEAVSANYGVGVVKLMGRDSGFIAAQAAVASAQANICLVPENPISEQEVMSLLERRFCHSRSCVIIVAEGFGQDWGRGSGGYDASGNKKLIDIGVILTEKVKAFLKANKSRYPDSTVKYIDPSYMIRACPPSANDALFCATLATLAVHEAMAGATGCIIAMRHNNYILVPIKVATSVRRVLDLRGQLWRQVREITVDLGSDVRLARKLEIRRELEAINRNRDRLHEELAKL
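Luminescent ADP detection (ADP-Glo, two-step: ATP depletion then ADP-to-ATP conversion for luciferase) reported PFK activity after 45 min room-temperature reaction of 1.25 nM enzyme with 0.5 mM F6P and 0.1 mM ATP at pH 8.0.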
Giardia kill = kills Giardia lamblia. Giardia lamblia trophozoite viability. activity change, % at 7.66 µM, hits read low. hit rate 0.15% among 340,000. AID 540267; in the data active = activity change below about -80%; inconclusive = between about -30% and that limit;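 also: parasites exposed to compound for two days anaerobically before the ATP read; % is scaled to controls: 0 for no effect and ±100 for the full control effect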
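Trophozoite viability was measured as ATP-dependent luminescence, read 15-30 min after reagent addition. Before that, parasites at 100 cells/well were exposed to compounds for 48 h, anaerobically, at 37 deg C.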
Gal4-VP16 FLuc = Gal4-VP16 reporter inhibition counter-screen; hit rate 3.5% among 310,000; AID 2546; Potency, µM (titrated, usually from 53.6 µM), without a hit: at the top dose activity, negative = inhibition, actives largely listed as inhibitors; Drosophila S2 Gal4-VP16 UAS-luciferase, luminescence, 20 h;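 also: Gal4-VP16 expression switched on by copper sulfate through the metallothionein promoter; potency is read from the fitted curve at half-maximal effect; % is scaled to controls: 0 for no effect and ±100 for the full control effect; nearly all actives have a fitted effect of over 50% in size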
Coupling enz = coupling enzyme interference in Giardia aldolase counter-screen. coupling enzyme system counterscreen, AmpLite Red fluorescence. activity change, negative = inhibition, % at 58.2 µM, hits read low. hit rate 0.67% among 290,000. AID 2472; in the data active = activity change below about -30%; also: % is scaled to controls: 0 for no effect and ±100 for the full control effect
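Coupling enzymes only (glyceraldehyde-3-phosphate) + compound, at 57.5 uM final, 10 min RT; add substrate/coupling/AmpLite Red mix, 20 min RT; fluorescence ex 525/em 598 nm. Actives flag coupling-system interference.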
KCNH2 3.1 block = KCNH2 3.1 (human) potassium channel inhibition. AID 720553. U2OS KCNH2 3.1, thallium flux FluxOr; active compounds read low. activity change, % (tested at about 1.8 µM). hit rate 0.95% among 340,000;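 active = maximum activity change below -70%; inconclusive = maximum activity change from -70% to -50%; inactive = maximum activity change above -50%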;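 also: thallium influx rate constant from kinetic fluorescence after stimulation buffer; % is scaled to controls: 0 for no effect and ±100 for the full control effect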
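Normalized rate constant (relative to positive and negative DMSO controls) derived from a 2 min kinetic fluorescence read after stimulation; U2OS cells expressing the 3.1 isoform via virus at 1.77 x 10^8 /mL.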
uPA surface inh = blocks generation of uPA at the cell surface. Potency, µM (highest dose often 38.3 µM), for inactives: top-dose activity change, negative = inhibition, actives largely listed as inhibitors. cell surface uPA generation assay, qHTS. hit rate 0.31% among 330,000; active = well fitted inhibition curve with a large enough effect; inconclusive = small, poorly fitted or top-dose-only effect; inactive = no such curve, though single readings can be large or run the other way; tested in mouse RAW 264.7 cells; also: potency is read from the fitted curve at half-maximal effect; % is scaled to controls: 0 for no effect and ±100 for the full control effect; nearly all actives have a fitted effect of over 55% in size
* hit, by the source's call; ? = inconclusive; · = no result given; & = joins results of further samples; [ ] = dose if it differs, or a comment. Unless noted, calls follow the shape of the dose curve; as a rule, active = well fitted curve in the direction sought with a large enough effect; inconclusive = small, poorly fitted or top-dose-only effect, or another doubt; inactive = no such curve, though single readings can be large; an effect the other way counts as inactive or inconclusive.

cpd	SMILES	NPC1 prom act	RORgamma inh	FLuc modulator	Rab9 prom act	ELG1 genotoxic	Tb PFK inh	Giardia kill	Gal4-VP16 FLuc	Coupling enz	KCNH2 3.1 block	uPA surface inh
1	CC(C)c1ccc(-c2cc(C(=O)N3CCOCC3)c3cc(Br)ccc3n2)cc1	3%	?	9.5µM*	21%	-9%	0%	-3	8%	·	22	4%
2	CC(=O)NC1=C(NC2CCS(=O)(=O)C2)C(=O)c2ccccc2C1=O (centres undefined)	4%	?	2%	0%	-8%	-14%	-1	18µM*	-51*	16	?
3	Cc1ccc(C(=O)NCCNC(=O)c2ccco2)cn1	-1%	-33%	-1%	-5%	4%	2%	5	2%	3	6	-1%
4	Cc1ccc(NC(=O)NCc2cccn2C)cc1C	4µM*	17%	?	?	?	0%	-1	25%	1	11	1%
5	Nc1nc(SCC(=O)Nc2cc(-c3ccccc3)nn2-c2ccccc2)n[nH]1	-2%	-21%	-19%	-4%	3%	-1%	-5	1%	0	-2	-5%
6	CN(C)Cc1c(C(=O)N/N=C/c2ccccc2OCc2c(F)cccc2Cl)nnn1-c1nonc1N	-3%	?	-4%	2%	-2%	-7%	-2	-7%	-4	8	2%
7	Cc1cc(C)c(C(=O)Nn2c(C)nc3ccccc3c2=O)cc1C	0%	6%	-2%	5%	-8%	5%	-22	4%	-1	-12	6%
8	COc1cc(C(=O)N/N=C/c2sc(=O)n(-c3ccccc3)c2Cl)cc(OC)c1OC	-4%	-20%	6µM*	-8%	7%	-2%	25	?	2	-5	-2%
9	CCCc1nnc(NC(=O)CCC(=O)N2CCCCC2CC)s1 (centres undefined)	-1%	18%	3%	10%	-7%	3%	6	10%	-1	16	7%
10	COCCNC(=O)CN(c1cc(Cl)ccc1OC)S(=O)(=O)c1ccc(C)c([N+](=O)[O-])c1	-3%	-16%	-12%	-5%	-2%	1%	9	2%	0	-1	-5%
11	CCOc1ccc(Cc2noc3c2C(=O)CCC3)cc1OCC	0%	17%	-2%	-5%	4%	-2%	8	7%	3	8	-11%
12	CCc1ccc(C2C(C#N)=C(N)SC(N)=C2C#N)s1	6%	?	-10%	11%	1%	?	-2	3%	-1	14	18%
13	CC(=O)c1cccc(NC(=O)c2ccc(N(Cc3ccc(C)cc3)S(C)(=O)=O)cc2)c1	0%	0%	8%	-3%	-26%	-5%	-10	3%	1	6	·
14	CCOc1ccc(-c2nc(C#N)c(NCc3ccc4c(c3)OCO4)o2)cc1	11%	-14%	-15%	16%	4%	?	23	-10%	2	2	?
15	CSCCC(NC(=O)c1ccco1)C(=O)Nc1cc(C)ccn1 (centres undefined)	1%	·	15µM*	12%	?	5%	6	·	·	3	-1%
16	COc1ccc(C(=O)N2CCC(N3CCN(c4ccccc4)CC3)CC2)cc1OC	0%	-2%	0%	-1%	-5%	-10%	-16	4%	-3	-4	6%
17	CSc1nc(N)n2nc(C(C)(C)C)cc2n1	9%	20%	17µM*	-1%	6%	3%	-9	15%	-1	-2	-9%
18	CCOC(=O)N1CCC(Nc2ccc(N3C(=O)C4CCCCC4C3=O)cc2[N+](=O)[O-])CC1 (centres undefined)	-2%	9%	-14%	2%	-3%	-4%	32[activator]	-5%	-1	1	7%
19	COc1ccc(OCCCC(=O)Nc2ccc3c(c2)OCO3)cc1	7%	10%	4%	20%	3%	4%	-17	0%	-2	-19	2%
20	Nc1ccc(Nc2ccccc2)c(Cl)c1	7%	13%	?	18%	0%	-1%	6	5%	0	-7	-5%
21	Cc1ccc(S(=O)(=O)C(C#N)c2nc3ccccc3nc2OC(C)C)cc1 (centres undefined)	3%	29%	-31%	7%	2%	17%	-6	-2%	3	14	8%
22	CCC(C)[C@@H](CN)NCC1(c2ccccc2)CC1 (some centres undefined)	-1%	·	1%	0%	0%	-9%	-1	·	·	3	-4%
23	CCOc1cccc(OCCCCN2CCCCC2)c1	-1%	-3%	4%	-3%	3%	-4%	-20	-8%	1	-4	0%
24	Cc1ccc(S(=O)(=O)N2CCN(C(=O)c3cccs3)CC2)cc1C	-2%	29%	-1%	-3%	-8%	-1%	0	5%	-1	-2	-2%
25	COc1ccc(OC)c(S(=O)(=O)Nc2c(F)cccc2F)c1	3%	-30%	1%	2%	0%	-1%	21	0%	-5	-1	1%
26	CCCCn1c(-c2ccco2)nc2ccccc2c1=O	-3%	10%	-4%	5%	-3%	3%[0.46 µM]	-5	14%	4	0	-7%
27	COc1ccc(CC(=O)Nc2ccc(-c3nnc(-c4ccccc4)o3)cc2)cc1	0%	48%	4%	3%	?	8%	1	-9%	2	-14	-4%
28	COC(=O)[C@H](C)NC(=O)NC1CCCc2ccccc21 (some centres undefined)	0%	0%	9%	3%	-2%	3%	-1	-2%	2	13	·
29	CCC(=O)N1c2ccc(S(=O)(=O)CCC(=O)Nc3ccc(OC)cc3OC)cc2CC1C (centres undefined)	-4%	1%	-1%&7%	0%	3%	1%	-14	5%	·	-4	21%
30	CCc1ccc(N2C(=O)C(Cl)=C(N3CCCCCC3)C2=O)cc1	2%	?	-14%	15%	-2%	1%	9	24%	1	22	-12%
31	Cc1cccc(C)c1NC(=O)NCCCN1CCN(c2ccccc2)CC1	-1%	-11%	0%&3%	1%	0%	-3%	5	-1%	1	2	-3%
32	CCC1C(=O)C[C@H]2CCN3C(=O)CCCC1C23 (some centres undefined)	·	23%[96.6 µM]	·	·	4%	0%	1	-9%[96.6 µM]	-2	-4	8%
33	Fc1ccccc1SCc1nnc(-c2ccccc2Br)o1	0.71µM*	?	0.95µM*	0.35µM*	2.9µM*	-9%	-16	-24%	0	4	-4%
34	Cc1ccccc1-c1nc(CN2CCC(C(=O)O)CC2)c(C)o1	2%	-7%	8%	-5%	1%	2%	-9	3%	3	-14	14%
35	COc1ccc(/C(C)=N/NC(=O)c2ccc(CSc3cccc4cccnc34)cc2)cc1OC	-3%	16µM*	-6%	2%	0%	-1%	-15	20%	0	?	·
36	O=C(c1ccccc1Oc1ccc([N+](=O)[O-])cc1)N1CCOCC1	0%	-2%	4%	-6%	8%	0%	-4	1%	·	6	10%
37	COc1cccc(C(CNc2ccc(S(=O)(=O)N3CCN(C)CC3)cc2[N+](=O)[O-])N(C)C)c1 (centres undefined)	-2%	·	1%	-7%	0%	-3%	-14	·	·	-3	-3%
38	O=C(O)CC(Cc1ccccc1)c1ccc2c(c1)OCO2 (centres undefined)	-2%	-1%	-1%	0%	-1%	-11%	-4	3%	14	7	-2%
39	CN(C)C(CNC(=O)c1ccc(OCc2cn3ccccc3n2)cc1)c1ccco1 (centres undefined)	16%	·	?	26%	13%	?	-2	·	·	2	-5%
40	CN(C(=O)CN1C(=O)C2C3CC(C(Br)C3Br)C2C1=O)C1CCCCC1 (centres undefined)	0%	-15%	4%	0%	2%	1%	-6	1%	0	-8	-1%
41	Cc1cccc(N2CN=c3s/c(=C\c4ccncc4)c(=O)n3C2)c1	-1%	31%	?	1%	4%	-4%	8	-6%	0	0	9%
42	COC(=O)c1c(C(=O)OC)c(-c2ccc(OC)cc2)n2c1CS(=O)(=O)C2	-7%	13%	-14%	3%[1.84 µM]	0%	19%	?	-5%	5	3	-1%
43	Nc1nnc(CC(=O)N/N=C/c2ccc([N+](=O)[O-])cc2)s1	0%	-3%	4%	-5%	-4%	-1%	-15	-19%	-3	-4	-5%
44	CC(C)c1ccc(NC2CCCN(C(=O)CCN3CCCCO3)C2)cc1 (centres undefined)	-4%	17%	5%	-5%	5%	-3%	-11	3%	·	-6	14%
45	CCCCn1c(-c2ccc(OC(F)F)cc2)nc2c1c(=O)[nH]c(=O)n2CC(C)C	1%	13%	0%	-2%	-6%	12%	13	-3%	1	4	-8%
46	CCC(=O)N(CCc1ccccc1)Cc1cc2ccc(OC)cc2[nH]c1=O	-1%	-6%	2%	-7%	-3%	3%	29	-3%	0	0	8%
